TRPC4 agonist: TRPC4 (mouse) channel activation. 310,000 compounds, 0.49% hits. Q9QUQ5. B-score at 10 µM. HEK293 TRPC4beta/mu-opioid, Fluo4 calcium fluorescence; hits give high values. AID 2237;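 active = B-score above 5 SD of library B-scores, and initial fluorescence ratio not above library mean plus 5 SD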;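 note: positive B-score marks a calcium rise read as TRPC4 activation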
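Incubation: 45 min room-temperature Fluo4 loading, 110 s read / System: HEK293 cells stably co-expressing mouse TRPC4beta and mu-opioid receptor / Signal: Fluo4 fluorescence, kinetic / Control set: buffer (low) and maximal DAMGO (high) / Measure: integrated baseline-normalised fluorescence ratio, converted to per-well B score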
MrgX1 antag: human MrgX1 receptor antagonism, primary screen; AID 588676; Q96LB2; B-score at 10 µM; 310,000 compounds, 1.3% hits; MRGX1-HEK293 calcium flux, Fluo-4, BAM8-22 antagonism; hits give low values;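 active = calcium-response B-score plate-corrected more than 3 library SD below zero, starting fluorescence within 5 deviations, no agonist response on first addition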;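 note: peak minus trough fluorescence over baseline after final BAM8-22 challenge near maximal dose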
MrgX1 ag: activates human MrgX1 receptor signaling | Q96LB2 | MrgX1-HEK293 cells, Fluo-4 calcium fluorescence, agonist mode; hits give high values | B-score at 10 µM | 310,000 compounds, 0.44% hits | AID 588627;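 active = calcium response B-score plate-corrected fluorescence ratio at least 3 library SD, with starting fluorescence B-score inside 5 SD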
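Material: MrgX1-expressing HEK293 cells / Dosing: compound as first of three additions / Incubation: overnight seeding, then 1 h dark dye loading / Signal: Fluo-4 NW calcium fluorescence / Evaluation: B-scored fluorescence response ratio / Benchmarks: positive and negative control wells on each plate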
TRPC6 inh: inhibitors of mouse TRPC6 channel | B-score at 10 µM | HEK293-TRPC6, membrane potential dye, ACh-evoked depolarization; hits give low values | 310,000 compounds, 1.1% hits;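 active = B-score under library mean minus 3 SD, initial fluorescence not abnormally high, positive integrated signal ratio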;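 note: B-score derived from integrated fluorescence ratio over the kinetic read; more negative B-score means stronger inhibition of depolarization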
TRPC6 activator: activates the mouse TRPC6 cation channel; Q61143; HEK293-TRPC6 membrane potential dye fluorescence; hits give high values; B-score at 10 µM; 310,000 compounds, 0.13% hits; AID 2550;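 active = B-score of the integrated fluorescence ratio above library mean plus 3 SD, and starting fluorescence ratio within library mean plus 5 SD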;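 note: higher score means more depolarization so channel activation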
TRPC4 potent: TRPC4 (mouse) allosteric potentiation | Q9QUQ5 | HEK293 TRPC4beta/mu-opioid, DAMGO EC20, Fluo-4 Ca2+ flux; hits give high values | B-score at 10 µM | 310,000 compounds, 0.42% hits;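 active = B-score of calcium response area above 5 SD of library B-scores, with initial fluorescence ratio within 5 SD of library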;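 note: B-score of integrated fluorescence ratio over time as area under calcium response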
TRPC4 inh: blocks the mouse TRPC4 cation channel. B-score at 10 µM. HEK293 TRPC4beta/mu-opioid, DAMGO-evoked Fluo4 calcium flux; hits give low values. 300,000 compounds, 0.39% hits;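 active = B-score over 3 SD under the library average, no early fluorescence shift, positive overall ratio signal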
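Assay system – HEK293 line stably carrying TRPC4beta and mu-opioid receptor · Doses – single dose · Detection – Fluo4 calcium-dye fluorescence, kinetic read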
MrgX1 allo act: allosterically activates human MrgX1 receptor signaling; Q96LB2; MrgX1-HEK293, Fluo-4 calcium flux, FDSS; hits give high values; B-score at 10 µM; 310,000 compounds, 0.63% hits;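 active = plate-corrected calcium response at least 3 library SD above typical, normal starting fluorescence, not activating the receptor alone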;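 note: compound read alongside a low EC10 to EC30 dose of BAM8-22 agonist; peak minus trough fluorescence over baseline measured at the second addition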
ANO1 block: mouse TMEM16A channel inhibition, primary screen; normalized B-score (activity score, 25-100; higher = stronger inhibition) at 10 µM; HEK293 TMEM16A/YFP iodide influx fluorescence, ionomycin; 310,000 compounds, 1.2% hits; AID 588511; Q8BHY3;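 active = ratio plate-corrected score three or more library SD toward inhibition, starting fluorescence score within five deviations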;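 note: score derived from kinetic fluorescence span divided by baseline fluorescence per well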
Target sequence (Q8BHY3 whole entry, looked up): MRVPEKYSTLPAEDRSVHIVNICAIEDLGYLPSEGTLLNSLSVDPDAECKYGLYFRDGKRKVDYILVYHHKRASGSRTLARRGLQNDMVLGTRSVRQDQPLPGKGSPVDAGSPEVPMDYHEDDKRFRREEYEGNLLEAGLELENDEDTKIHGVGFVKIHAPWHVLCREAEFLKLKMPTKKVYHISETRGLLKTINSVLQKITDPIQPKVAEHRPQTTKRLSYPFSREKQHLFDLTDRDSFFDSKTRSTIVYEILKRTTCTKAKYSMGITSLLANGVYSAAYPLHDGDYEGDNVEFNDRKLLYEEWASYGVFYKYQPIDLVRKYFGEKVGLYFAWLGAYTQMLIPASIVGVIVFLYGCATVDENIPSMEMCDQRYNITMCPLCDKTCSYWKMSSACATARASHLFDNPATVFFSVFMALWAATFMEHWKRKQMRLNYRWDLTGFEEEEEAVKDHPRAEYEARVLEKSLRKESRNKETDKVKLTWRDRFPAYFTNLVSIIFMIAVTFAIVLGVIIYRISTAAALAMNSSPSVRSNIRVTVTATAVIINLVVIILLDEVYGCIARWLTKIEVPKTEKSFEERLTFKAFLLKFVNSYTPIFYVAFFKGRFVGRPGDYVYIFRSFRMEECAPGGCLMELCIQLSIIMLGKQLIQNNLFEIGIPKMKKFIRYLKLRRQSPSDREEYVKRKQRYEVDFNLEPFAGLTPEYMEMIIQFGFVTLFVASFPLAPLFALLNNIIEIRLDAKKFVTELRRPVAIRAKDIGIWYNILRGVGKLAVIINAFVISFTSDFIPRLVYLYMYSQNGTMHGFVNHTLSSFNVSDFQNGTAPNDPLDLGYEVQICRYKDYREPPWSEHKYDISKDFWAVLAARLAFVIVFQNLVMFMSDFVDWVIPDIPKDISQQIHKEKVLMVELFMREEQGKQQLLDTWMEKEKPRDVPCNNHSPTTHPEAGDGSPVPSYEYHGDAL
ANO1 activ: mouse TMEM16A channel activation, primary screen; Q8BHY3; HEK293 TMEM16A/YFP-H148Q/I152L, iodide quench fluorescence; hits give low values; B-score at 10 µM; 340,000 compounds, 0.3% hits; AID 623877;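 active = fluorescence-ratio B-score plate-corrected deviation score at least 3 library SD below zero, with starting fluorescence score within 5 deviations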;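 note: channel opened by trigger with iodide after compound preincubation; score built on the fluorescence ratio of max minus min over baseline; more negative score means more quench and so TMEM16A activation or potentiation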
SKKanGAS inh: SKKanGAS growth inhibition; 300,000 compounds, 1.3% hits; inhibition, % at 7.5 µM; S. pyogenes SKKanGAS, kanamycin growth, BacTiter-Glo, 6 h;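 active = mean replicate score, as percent of positive control median, at least 50; inconclusive = mean below 50 but one replicate at or above 50; inactive = mean and every replicate below 50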;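 note: strain carries kanamycin resistance gene driven by streptokinase promoter and grows in 40 µg/ml kanamycin; loss of luminescence reflects streptokinase promoter inhibition or plain growth inhibition; 0% = median of DMSO wells and 100% = positive control at its reference dose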
Starred values were filed as active, the others as inactive; i = inactive; ? = inconclusive; . = no result given.

SMILES	TRPC4 agonist	MrgX1 antag	MrgX1 ag	TRPC6 inh	TRPC6 activator	TRPC4 potent	TRPC4 inh	MrgX1 allo act	ANO1 block	ANO1 activ	SKKanGAS inh
COc1cc(C(=O)Nc2ccc(OCC(=O)N3CCOCC3)cc2C)cc(OC)c1OC	i	i	i	i	i	i	i	i	i	i	-20
COC(=O)CC1(c2ccc(OC)cc2)C(=O)c2ccccc2C1=O	i	i	i	i	i	i	i	i	i	i	5
Cc1nn(CC(=O)N2CCN(c3ccccn3)CC2)c(=O)c2cc3sccc3n12	i	i	i	i	i	i	i	i	i	i	-3
Cc1noc(C)c1C(=O)Nc1nc2ccc(S(C)(=O)=O)cc2s1	i	-7.5*	i	i	i	i	i	i	i	i	7
N#CCCN(C(=O)c1cc2c(s1)-c1ccccc1S(=O)(=O)C2)c1ccccc1	i	i	i	i	i	i	i	i	i	i	9
O=C(O)c1nn(CCSc2ccccc2F)c(=O)c2ccccc12	i	i	i	i	i	i	i	i	i	i	-8
CCc1cccc2c(C(=O)COC(=O)c3cccc(S(=O)(=O)N(C)C4CCCCC4)c3)c[nH]c12	i	i	i	i	i	i	i	i	i	i	20
CC(C)OCCCNC(=O)Cn1ccc2cc(S(=O)(=O)N3CCCCCC3)ccc21	i	i	i	i	i	i	i	i	i	i	5
CCc1cc(-c2[nH]ncc2-c2nc3ccccc3n2C)c(O)cc1O	i	i	i	i	i	i	i	i	i	i	-5
NC(=S)N1OC[C@@H]2COc3ccc4ccccc4c3[C@@H]21	i	i	i	i	i	i	i	i	i	i	6
Cc1ccc(NC(=O)CCn2nc(C)cc2C)cc1	i	i	i	i	i	i	i	i	i	i	-5
Cc1ccc2nc(N3CCN(C(=O)CCCC(=O)O)CC3)nc(-c3ccccc3)c2c1	i	i	i	i	i	i	i	i	i	i	14
C/C(=N\Nc1nncc2ccccc12)c1cccc(OC(F)F)c1	i	i	i	i	i	i	i	i	i	i	7
O=C(CNC(=S)N(Cc1ccccc1F)C1CCCCC1)NCC1CCCO1 (stereo unspecified)	i	i	i	i	i	i	i	i	i	i	-1
CCOc1ccc(C(=O)Nc2cccc(-c3ccc4nncn4n3)c2)cc1	i	i	i	i	i	i	i	i	i	i	-1
Cc1ccc(C)c(CS(=O)(=O)c2cn(CC(=O)N3CCC(C)CC3)c3ccccc23)c1	i	i	i	i	i	i	i	i	i	i	1
COc1ccc(S(=O)(=O)N2CCCC(C(=O)NCCC(C)C)C2)cc1 (stereo unspecified)	i	i	i	i	i	i	i	i	i	i	-7
Nn1c(Cc2cccc3ccccc23)nnc1SCc1ccc(Cl)c(Cl)c1	i	i	i	i	i	i	i	i	i	i	7
O=C(c1cc(C(=O)N2CCCC2)cc([N+](=O)[O-])c1)N1CCCC1	i	i	i	i	i	i	i	i	i	i	-3
Cc1cccc(CCNC(=O)CCc2c(C)nc3ncnn3c2C)c1	i	i	i	i	i	i	i	i	i	i	-2
CC(C)CC(=O)NCCCCc1ccccc1	i	i	i	i	i	i	i	i	i	i	-5
Cc1cc(NC(=O)c2ccc3c(c2)OCCO3)ccc1NC(=O)c1cc2ccccc2o1	i	i	i	i	i	i	i	i	i	i	53*
Cc1ccc(Cl)cc1N(CC(=O)Nc1cccc(N(C)S(C)(=O)=O)c1)S(C)(=O)=O	i	i	i	i	i	i	i	i	i	i	2
COc1ccc(CCN(C)CC(=O)Nc2c(C)cc(C)cc2C)cc1OC	i	i	i	i	i	i	i	i	i	i	14
COc1ccc(C)cc1N(C)C(=O)c1coc(=O)c2ccccc12	i	i	i	i	i	i	i	i	i	i	-4
O=C(NNS(=O)(=O)c1ccccc1)c1sccc1-n1cccc1	i	i	i	i	i	i	i	i	i	i	7
O=S(=O)(/C=C/c1ccccc1)n1cnc2ccccc21	i	i	i	i	i	i	i	i	i	i	-2
CC1(c2ccc(Cl)cc2)NC(=O)N(CC(=O)NCc2cccs2)C1=O (stereo unspecified)	i	i	i	i	i	i	i	i	i	i	1
C=CCSc1nc2ccccc2n1C(=O)/C=C/c1cc(OC)c(OC)c(OC)c1	i	i	i	i	i	i	i	i	i	i	-1
C=C1c2c(Cl)ccc(O)c2C(O)=C2C(=O)[C@]3(O)C(O)=C(C(N)=O)C(=O)[C@@H](N(C)C)[C@@H]3[C@@H](O)C12 (stereo partly specified)	.	i	i	.	.	.	.	i	i	i	.
CN1C(=O)[C@H]2[C@@H](C3CC3)N3C(=O)CN(CC4CC4)C(=O)[C@@]3(C)[C@H]2C1=O	i	i	i	i	i	i	i	i	i	i	4
COc1cccc(N2CCN(Cc3nc(N)nc(Nc4ccccc4)n3)CC2)c1	i	i	i	i	i	i	i	i	i	i	34
O=S1(=O)NC[C@]23C[C@H](c4ccc(F)cc4)[C@@H](C[C@@H]21)O3	i	i	i	i	i	i	i	i	i	i	4
COC(=O)CSCC(=O)Nc1nnc(-c2ccccc2C)s1	i	i	i	i	i	i	i	i	i	i	-4
CC(=O)Nc1nonc1C(=O)N1CCC(C)CC1	i	i	i	i	i	i	i	i	i	i	-1
O=C(Nc1ccc2c(c1)OCO2)c1ccccc1	i	i	i	i	i	i	i	i	i	i	9
CCc1cc(CNC(=O)CC2C(=O)NCCN2Cc2ccc(-c3ccccc3)cc2)on1 (stereo unspecified)	i	i	i	i	i	i	i	i	i	i	-2
CCN1CCCC1CNC(=O)c1cc(NC(C)=O)c(N(C)C)cc1OC (stereo unspecified)	i	-6.5*	i	i	i	i	i	i	i	i	6
CCN(CC)CCN(C(=O)c1ccc(S(=O)(=O)N(C)C2CCCCC2)cc1)c1nc2ccc(OC)cc2s1	i	i	i	i	i	i	i	i	i	i	33
N/C(=N\OC(=O)c1ccccc1Cl)c1ccc(Cl)cc1	.	i	i	.	.	.	.	i	i	i	8
O=C(NCCN1CCOCC1)c1cc2c(=O)n3ccccc3nc2n1Cc1ccccc1	i	i	i	i	i	i	i	i	i	i	2
O=C(CS(=O)(=O)Cc1ccccc1)NCc1ccco1	i	i	i	i	i	i	i	i	i	i	-6
O=C(O)[C@H]1CCC(=O)N1Cc1ccco1	i	i	i	i	i	i	i	i	i	i	-2
CN1CCN(C(=S)Nc2cccc(C(F)(F)F)c2)CC1	i	i	i	i	i	i	i	i	i	i	-6
CCCOC(=O)c1c(NC(=O)C2C3C=CC(C3)C2C(=O)O)sc2c1CCC(C)C2 (stereo unspecified)	i	i	i	i	i	i	i	i	i	i	24
C/C(CC(=O)NC(C)C)=N\NC(=O)C(c1ccccc1)c1ccccc1	i	i	i	i	i	i	i	i	i	i	1
CCOC(=O)c1cnc(SCC(=O)N2CCC(C(N)=O)CC2)nc1N	i	i	i	i	i	i	i	i	i	i	-18
CN(CC(=O)OCC(=O)Nc1ccccc1)S(=O)(=O)c1ccc(Cl)cc1	i	i	i	i	i	i	i	i	i	i	-5
CC(=O)OCc1c(C(F)(F)F)nn(C)c1Sc1ccccc1	i	i	i	i	i	i	i	i	i	i	14
Cc1occc1C(=O)Nc1sccc1C(N)=O	i	i	i	i	i	i	i	i	i	i	-5
O=C(CSc1nnc(CNC(=O)c2cccc(C(F)(F)F)c2)o1)NC1CCCCC1	i	i	i	i	i	i	i	i	i	i	?
Cc1c(C)c(C)c(S(=O)(=O)N2CCC3(CC2)OCCO3)c(C)c1C	i	i	i	i	i	i	i	i	i	i	25
Cc1cccc(NC(=O)NCC2CC2)c1	i	i	i	i	i	i	i	i	i	i	2
Cc1cc(N)n(-c2ccc(Cl)cc2)n1	i	i	i	i	i	i	i	i	i	i	19
Cc1ccc(C)c(S(=O)(=O)N2CCCC2CNC(=O)C(=O)NCc2ccccn2)c1 (stereo unspecified)	i	i	i	i	i	i	i	i	i	i	15
O=C(CSc1nnc(NC(=O)c2ccco2)s1)Nc1ccc2c(c1)OCCO2	i	i	i	i	i	i	i	i	i	i	8
COc1cc(C)c(Cl)cc1S(=O)(=O)n1cnc2ccccc21	i	i	i	i	i	i	i	i	i	i	6
CC(=C/C(=O)O)/C=C/c1cccs1	i	i	i	i	i	i	i	i	i	i	-7
Cc1ccccc1N(C(=O)CNC(=O)c1cccs1)C(C(=O)NC1CCCC1)c1ccncc1 (stereo unspecified)	i	i	i	i	i	i	i	i	i	i	1
COc1ccc(NC(=O)C2CCCN2S(=O)(=O)c2cccc3cccnc23)c(OC)c1 (stereo unspecified)	i	i	i	i	i	i	i	i	i	i	-3

Some of the entries so far, with bars between the fields:
SMILES | TRPC4 agonist | MrgX1 antag | MrgX1 ag | TRPC6 inh | TRPC6 activator | TRPC4 potent | TRPC4 inh | MrgX1 allo act | ANO1 block | ANO1 activ | SKKanGAS inh
CC(=O)OCc1c(C(F)(F)F)nn(C)c1Sc1ccccc1 | i | i | i | i | i | i | i | i | i | i | 14
Cc1occc1C(=O)Nc1sccc1C(N)=O | i | i | i | i | i | i | i | i | i | i | -5

Further structures follow.
SMILES	TRPC4 agonist	MrgX1 antag	MrgX1 ag	TRPC6 inh	TRPC6 activator	TRPC4 potent	TRPC4 inh	MrgX1 allo act	ANO1 block	ANO1 activ	SKKanGAS inh
CN(C)S(=O)(=O)c1cccc(NC(=O)CCCSc2ccccc2)c1	i	i	i	i	i	i	i	i	i	i	-7
CN(Cc1cccs1)C(=O)CCc1c[nH]c2ccccc12	i	i	i	i	i	i	i	i	i	i	-6
Cc1cc(C)c2c(CN3CCN(Cc4ccc5c(c4)OCO5)CC3)cc(=O)oc2c1	i	i	i	i	i	i	i	i	i	i	5
COc1ccc(Cl)cc1N1CC(C(=O)Nc2nccs2)CC1=O (stereo unspecified)	i	i	i	i	i	i	i	i	i	i	0
CCCCN(C(=O)CSc1nncn1-c1ccccc1OC)c1c(N)n(Cc2ccccc2)c(=O)[nH]c1=O	i	i	i	i	i	i	i	i	i	i	1
O=C(Cc1ccccc1)NCCc1ccc(Cl)cc1Cl	i	i	i	i	i	i	i	i	i	i	11
CC(=O)c1cccc(S(=O)(=O)NCC(C)(C)N2CCOCC2)c1	i	i	i	i	i	i	i	i	i	i	-6
COc1ccc(Cl)cc1NC(=O)Cn1nnc(C(=O)NCc2ccc3c(c2)OCO3)c1N	i	i	i	i	i	i	i	i	i	i	2

Screening results from PubChem.
